Screening data: PubChem, National Center for Advancing Translational Sciences (NCATS)
ERK EGF block: qHTS Assay for Inhibitors of the ERK Signaling Pathway using a Homogeneous Screening Assay; Stimulation with EGF; HEK293-V1b, EGF-stimulated phospho-ERK AlphaScreen; Potency, µM (series often up to 11.5 µM), for inactives: at the top dose activity change, negative = inhibition, actives largely listed as inhibitors; 0.41% of 130,000 active; AID 1454, 2008; active means well fitted inhibition curve with a large enough effect; inconclusive means small, poorly fitted or top-dose-only effect, or effect the other way;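 further: plate controls were stimulated vehicle wells for no effect and unstimulated vehicle basal for full effect; nearly all actives have a fitted effect of over 55% in size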
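V1b-HEK293, 1% FBS o/n; cpd 30 min 37C; EGF 25 nM final, 5 min; lyse 10 min; AlphaScreen beads 5 h RT. Normalized DMSO basal vs EGF max; Hill AC50.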
* marks the source's active call; other numbers are inactive results; u = inconclusive; & = joins results of further samples; [ ] = dose if it differs, or a comment. Potency means the concentration at half of the fitted maximal effect. The list is partial, so the mix of outcomes need not match the whole.

SMILES	ERK EGF block
COC(=O)C1=NNC2(c3ccc(C)cc3)C(=O)N(c3ccc(C)cc3)C(=O)C12 (configuration not stated)	-12%
C/C(=N\S(=O)(=O)c1ccc(C)cc1)N(C)C	-4%[57.5 µM]
COc1ccc(C(=O)N=S2CCN(C(=O)c3ccc(Cl)cc3)CC2)cc1	-6%[57.5 µM]
CCOc1cccc(OCCOc2ccc(C(=O)c3ccccc3)cc2)c1	u
Cc1cc(C)c2cc(C#N)c(SCC(=O)Nc3ccc4c(c3)OCO4)nc2c1	-15%[57.5 µM]
CCOc1cc(N2CCOCC2)c(OCC)cc1NC(=O)CN1C(=O)NC2(CCCCCCC2)C1=O	0%
O=C(NCc1cccnc1)C(=O)Nc1nc(-c2ccccc2)cs1	-6%[57.5 µM]
CC(=O)OC1CC2C(C)(C)CCC(=O)[C@@]2(C)C2CC[C@@]3(C)C(c4ccoc4)OC(=O)C4OC43[C@]12C (some centres not stated)	10%
CNC(=O)CSc1nnc(-c2cccnc2)n1-c1ccc(C)cc1	8%
O=C(NCCn1ccc2ccccc21)C1CCCCC1	-4%
CC(C)S(=O)(=O)c1csc(NC(=O)Nc2ccc(Cl)cc2)c1	-1%[57.5 µM]
COc1ccc(N)cc1-n1cnnn1	-3%
COc1ccc(CN2C(=O)/C(=C/c3ccncc3)SC2=S)cc1	u
Cc1ccc(NC(=O)C(Cc2ccccc2)n2cccc2)cc1 (configuration not stated)	u
C=CCC(c1ccccc1)N(C(C)=O)c1ccco1 (configuration not stated)	-1%
O=C(Cn1ncc(Cl)c(Cl)c1=O)c1ccc(Cl)cc1	7%
COc1ccc(-c2nc3ccccc3c(=O)n2-c2c(C)n(C)n(-c3ccccc3)c2=O)cc1	-4%[57.5 µM]
O=C(Nc1ccccc1)c1cc([N+](=O)[O-])ccc1Cl	-1%
COc1cccc(/C=N/NC(=O)c2cc(-c3cccn3C)n[nH]2)c1O	-6%
COc1ccc(CNC(=O)CCNS(=O)(=O)c2ccc(Cl)cc2)cc1	-5%
Cc1cc(C)n(CC(=O)N2N=C(C(F)F)CC2(O)C(F)F)n1 (configuration not stated)	2%
CNC(=O)c1ncoc1-c1ccc(Cl)cc1	12%[57.5 µM]
O=C(O)CC1C(=O)NCCN1Cc1ccc(F)c(F)c1 (configuration not stated)	0%
N=C1C(=O)OCC1c1ccccc1NC(=O)Nc1ccccc1 (configuration not stated)	1%
NC(=O)Cc1ccc(C(=O)c2ccc(Cl)cc2)s1	-4%

The last three records of the part before lead into the next.
SMILES	ERK EGF block
O=C(O)CC1C(=O)NCCN1Cc1ccc(F)c(F)c1 (configuration not stated)	0%
N=C1C(=O)OCC1c1ccccc1NC(=O)Nc1ccccc1 (configuration not stated)	1%
NC(=O)Cc1ccc(C(=O)c2ccc(Cl)cc2)s1	-4%
OCCN1CCN(CCCN2c3ccccc3C=Cc3ccccc32)CC1	15%&10%
Nn1c(SCc2cc([N+](=O)[O-])cc3c2OCOC3)nnc1-c1ccccn1	-3%[57.5 µM]
CCOC(=O)C1CCN(c2nc(-c3ccc(C)cc3)nc3ccccc23)CC1	4%
CCOC(=O)Cc1csc(/N=C/c2c(O)n(-c3ccc(C)cc3C)c(=O)c3ccccc23)n1	-1%
Cc1onc(-c2ccccc2)c1C(=O)NC(=S)NNC(=O)c1ccco1	2%[57.5 µM]
CCOc1cc2[nH]c(=S)n(C3CC3)c(=O)c2cc1OCC	-4%
Brc1ccc(OCc2ccccc2)c(CNCC2CCCO2)c1 (configuration not stated)	16%
CC(C)=CCCC(C)CCO (configuration not stated)	-7%
CCN(c1ccccc1)S(=O)(=O)c1ccc(NC(=O)c2ccco2)cc1	-12%
COc1cccc(CC2(CO)CCCN(Cc3cn(C)c4ccccc34)C2)c1 (configuration not stated)	6%
Cc1nc(NC(=O)COC(=O)c2ccc(S(=O)(=O)N3CCc4ccccc4C3)cc2)c(Cl)cc1Cl	-7%
Cc1cc(C)nc(SCC(=O)Nc2ncc(Cc3ccc(Cl)c(Cl)c3)s2)n1	-10%
CC(C)OCCCNC(=O)c1ccc(C2SCC(=O)N2Cc2ccco2)cc1 (configuration not stated)	-3%
COc1ccc(N2C(=O)/C(=C/c3cccnc3)NC2=S)cc1	10%
O=C(Cn1cc([N+](=O)[O-])cn1)Nc1cccnc1	9%
O=C(CSc1nc2ccc(Cl)cc2[nH]1)NC1CCCc2ccccc21 (configuration not stated)	u
O=C(/C=C/c1cccc([N+](=O)[O-])c1)NCCSCc1ccccc1Cl	0%
CC(C)CCNc1nc(N)c([N+](=O)[O-])c(NCC2CCCO2)n1 (configuration not stated)	2%
COCCCNC(=O)CSc1nc2ccccc2c(=O)n1CCC(=O)NCCc1ccc(OC)c(OC)c1	22%
O=C1N=C(N2CCCC2C(=O)O)S/C1=C\c1ccco1 (configuration not stated)	0%
COC(=O)c1ccc(CNC(=O)c2coc3ccccc3c2=O)cc1	2%
COc1ccccc1N1CCN(C(c2cccs2)C(C)NC(=O)c2ccco2)CC1 (configuration not stated)	-3%[57.5 µM]
CN(C)c1ccc(C(C#N)c2ccc(Cl)cc2)nn1 (configuration not stated)	-1%
C=CCOc1ccccc1CNCc1ccc(F)cc1	3%
COc1ccc(C(=O)NCc2nnc(SCC(=O)N3CCc4ccccc43)n2CCc2ccccc2)cc1	7%

Structural class: those above containing a furan ring, fused or not.
SMILES	ERK EGF block
CC(=O)OC1CC2C(C)(C)CCC(=O)[C@@]2(C)C2CC[C@@]3(C)C(c4ccoc4)OC(=O)C4OC43[C@]12C (some centres not stated)	10%
C=CCC(c1ccccc1)N(C(C)=O)c1ccco1 (configuration not stated)	-1%
Cc1onc(-c2ccccc2)c1C(=O)NC(=S)NNC(=O)c1ccco1	2%[57.5 µM]
CCN(c1ccccc1)S(=O)(=O)c1ccc(NC(=O)c2ccco2)cc1	-12%
CC(C)OCCCNC(=O)c1ccc(C2SCC(=O)N2Cc2ccco2)cc1 (configuration not stated)	-3%
O=C1N=C(N2CCCC2C(=O)O)S/C1=C\c1ccco1 (configuration not stated)	0%
COc1ccccc1N1CCN(C(c2cccs2)C(C)NC(=O)c2ccco2)CC1 (configuration not stated)	-3%[57.5 µM]

Next part:
SMILES	ERK EGF block
O=C(NC(=S)Nc1ccc(N2CCOCC2)c(Cl)c1)c1cccs1	-5%
CC(C)CC1NC(=O)C(CCCN)NC(=O)C(C(C)C)NC(=O)C2CCCN2C(=O)C(Cc2ccccc2)NC(=O)C(CC(C)C)NC(=O)C(CCCN)NC(=O)C(C(C)C)NC(=O)C2CCCN2C(=O)C(Cc2ccccc2)NC1=O (configuration not stated)	3.5µM*
CC(C)(C)OC(=O)NCCCC[C@H](NC(=O)c1nc[nH]c1C(=O)N1CCN(c2ccccc2)CC1)C(=O)OC(C)(C)C	3%[57.5 µM]
CCCCCC1OC1C/C=C\C/C=C\C/C=C\CCCC(=O)O (configuration not stated)	-11%
Cc1nc(NCc2cccnc2)c2c3c(sc2n1)CCCC3	1%
Cc1cccc(C(CC(=O)O)NC(=O)C(F)(F)F)c1 (configuration not stated)	-1%
O=C(N[C@H]1CC1c1ccccc1)c1ccc([N+](=O)[O-])cc1 (some centres not stated)	-5%[57.5 µM]
O=C(Nc1nnc(/C=C/c2ccccc2)s1)c1ccco1	-6%[57.5 µM]
COc1ccc(-c2cc(C(=O)NCc3cn(C)nc3C)c3ccccc3n2)cc1OC	-4%
CCOC(=O)C1CCN(C(=O)COc2ccc(Br)cc2Br)CC1	-12%
Cc1cc(C)cc(N(CC(=O)N2CCOCC2)S(=O)(=O)c2ccccc2)c1	2%
O=C(CN1C(=O)NC2(CCCC2)C1=O)N1CCN(S(=O)(=O)c2ccccc2)CC1	1%
CCC(C)NCCOCCOc1ccc(Br)cc1 (configuration not stated)	-9%
CCC(C)[C@H](NC(=O)Nc1ccccc1F)C(=O)OC (some centres not stated)	-31%[57.5 µM]
CCOc1cc(C(=O)N/N=C/C2CC=CCC2)cc(OCC)c1OCC (configuration not stated)	4%
CC(C)(Oc1ccc(Cl)cc1)C(=O)NC1=NN(c2ccccc2)C(=O)C1	-2%
O=c1[nH][nH]c(=S)n1C1CCCCC1	0%[57.5 µM]
Cc1c(NS(=O)(=O)c2ccc(N3CCCCC3)c([N+](=O)[O-])c2)c(=O)n(-c2ccccc2)n1C	7%
Cc1cccc(NC(=O)CSc2nc3[nH]ncc3c(=O)[nH]2)c1	-15%
CCOC(=O)/C=C1\SCC(=O)N1CC(=O)NC(C)c1ccc(F)cc1 (configuration not stated)	7%
Cc1ccc(Cl)cc1N1CCN(Cc2cc(=O)n3ccsc3n2)CC1	-7%
Cc1cc(C)n(Cc2ccccc2F)c(=O)c1C#N	-15%
O=C(c1ccc(F)cc1)N1CCN2C(=O)c3ccccc3C12c1ccc(Cl)cc1 (configuration not stated)	3%
CN1CCN(Cc2nc3ccccc3c(=O)n2Cc2nc(-c3cccc([N+](=O)[O-])c3)cs2)CC1	-1%[57.5 µM]
COC(=O)c1ccc(CN2CCC(CO)(Cc3ccccc3Cl)CC2)cc1	-12%

Entries listed so far with bromine (3):
SMILES	ERK EGF block
Brc1ccc(OCc2ccccc2)c(CNCC2CCCO2)c1 (configuration not stated)	16%
CCOC(=O)C1CCN(C(=O)COc2ccc(Br)cc2Br)CC1	-12%
CCC(C)NCCOCCOc1ccc(Br)cc1 (configuration not stated)	-9%

Two compounds picked at random from those above:
SMILES	ERK EGF block
Cc1cccc(C(CC(=O)O)NC(=O)C(F)(F)F)c1 (configuration not stated)	-1%
Cc1c(NS(=O)(=O)c2ccc(N3CCCCC3)c([N+](=O)[O-])c2)c(=O)n(-c2ccccc2)n1C	7%

New compounds follow.
SMILES	ERK EGF block
CC(C)c1csc(CN2CCN(Cc3ccc(F)c(F)c3)C(CCO)C2)n1 (configuration not stated)	-2%
O=C1N=c2ccccc2=C1c1sc(=S)n(-c2ccc(O)cc2)c1O	6%[57.5 µM]
COc1ccc(NS(=O)(=O)c2cc(NC(=O)C3CCCCC3)ccc2N2CCOCC2)cc1	2%
Cc1c(C(=O)/C=C/N(C)C)nnn1-c1ccc(Cl)cc1Cl	21%[57.5 µM]
CC(=O)NNS(=O)(=O)c1ccccc1[N+](=O)[O-]	4%
COc1ccc(C(=O)OCC(=O)Nc2ccc(Cl)c(C(F)(F)F)c2)c(OC)c1OC	-2%
Cc1ccc(C(=O)COC(=O)CCCC(=O)Nc2cc(C(F)(F)F)ccc2Cl)cc1C	5%
COc1ccc(NC(=O)Cc2cccc(F)c2)cc1S(=O)(=O)Nc1ccccc1Cl	-1%[57.5 µM]
COc1ccc(C2c3c(ncn(CCCN4CCOCC4)c3=N)Oc3ccc4ccccc4c32)cc1OC (configuration not stated)	6%[57.5 µM]
COc1ccc(N(C)S(=O)(=O)c2cccc(C(=O)Nc3nnc(C4CC4)s3)c2)cc1	-8%
COc1ccc(CCNc2cc(C)nc3c(-c4ccccc4)cnn23)cc1OC	-1%
COC(=O)c1sccc1NC(=S)Nc1ccc(F)cc1F	5%
Fc1ccc(NC(=S)N2CCn3cccc3C2c2cccnc2)cc1 (configuration not stated)	5%
Cc1[nH][nH]c(=O)c1C(c1ccc(-c2ccc(F)cc2)o1)c1c(C)[nH][nH]c1=O	-4%
C/C(=N\NC(N)=O)c1ccc(Cl)s1	-4%[57.5 µM]
CCOC(=O)c1c(NC(=O)C2CCN(S(=O)(=O)c3ccc(Cl)cc3)CC2)sc2c1CCCC2	-3%
CCOc1cc(/C=C2/C(=N)N3OC(C)=CC3=NC2=O)ccc1OC(=O)c1ccco1	-2%
O=C(NCc1ccccc1)NCc1cccs1	-9%
O=C(COC(=O)CNC(=O)C1CCCCC1)Nc1ccc(Cl)cc1F	3%
Cn1c2ccccc2c2nnc(NN)nc21	-1%[57.5 µM]
CCOc1ccccc1OCC(=O)Nc1nc2ccccc2[nH]1	0%
CC(Sc1nc(-c2ccccc2)cc(C(F)(F)F)n1)C(=O)N1CCOCC1 (configuration not stated)	11%
Cc1onc(NC(=O)CSCC(=O)O)c1Br	2%[57.5 µM]
CNC(=S)Nc1cc(OC)c(NC(=O)c2ccco2)cc1OC	-3%
Cc1ccc(Cn2nc(C)c(NC(=O)CCCn3nc(C)c([N+](=O)[O-])c3C)c2C)cc1	-9%
(next part)
SMILES	ERK EGF block
Cc1nc(NC(=O)COC(=O)C2=NNC(=O)CC2)c(Cl)cc1Cl	1%
CN(C)C(=O)C1CC(=O)OC12CCCCC2 (configuration not stated)	-1%[57.5 µM]
COc1ccccc1C(=O)NC1CCCCCCC1	3%
CCC(C)(C)NC(=O)C(c1ccc(O)cc1)N(CCOC)C(=O)CCC(=O)Nc1nccs1 (configuration not stated)	-14%[57.5 µM]
O=C(/C=C/c1ccc(OCCCF)cc1)Nc1ccnc(-c2ccncc2)n1	u
O=C(CNc1ccccc1)NNC1=NCCC1	-1%
COC(=O)[C@H](Cc1ccccc1)NC(=O)[C@@H]1C[C@H]1[C@@H](NC(=O)OCc1ccccc1)c1ccccc1	0%
COc1ccccc1/C=C/C(=O)NNC(=O)c1cccs1	-8%
COc1ccc(-n2c(=O)c(-c3cccs3)nc3cnc(Nc4cccc(OC)c4)nc32)cc1	-11%
Cc1ccc(N2C(=O)c3cccc([N+](=O)[O-])c3C2=O)cc1C	-4%
OCCCn1c(-c2ccccc2)n[nH]c1=S	-1%
O=C1c2ccccc2CN1CCNC(=S)NC1CCCCC1	-5%[57.5 µM]
CCOC(=O)c1oc2nc3c(cc2c1N)CCCC3	-9%[57.5 µM]
COC(=O)C1C(c2ccc(Br)cc2)Nc2nnc(C(F)(F)F)n2C1(C)O (configuration not stated)	1%
CCOc1ccc(N=CC2=C(O)CC(c3ccco3)CC2=O)cc1 (configuration not stated)	3%
CC1(C)Cc2ccccc2C(c2cc3ccccc3oc2=O)=N1	-1%
CCOC(=O)c1cnc2c(C(=O)OCC)cnn2c1N	5%[57.5 µM]
Cn1c(=O)c2c(nc(N/N=C/c3cccs3)n2C)n(C)c1=O	11%[57.5 µM]
